Eya2 inh: inhibitors of human Eya2 phosphatase activity; recombinant Eya2, OMFP fluorescence dephosphorylation (OMFP is methylfluorescein phosphate); Potency, µM (titrated, usually from 76.9 µM), for inactives: at the highest dose activity, negative = inhibition, hits mostly inhibitors; 330,000 compounds, 0.006% hits; AID 488837; further: potency means the concentration at half of the fitted maximal effect; on the % scale 0 is the no-effect control and ±100 the full control effect
Target sequence (O00167 whole entry, looked up): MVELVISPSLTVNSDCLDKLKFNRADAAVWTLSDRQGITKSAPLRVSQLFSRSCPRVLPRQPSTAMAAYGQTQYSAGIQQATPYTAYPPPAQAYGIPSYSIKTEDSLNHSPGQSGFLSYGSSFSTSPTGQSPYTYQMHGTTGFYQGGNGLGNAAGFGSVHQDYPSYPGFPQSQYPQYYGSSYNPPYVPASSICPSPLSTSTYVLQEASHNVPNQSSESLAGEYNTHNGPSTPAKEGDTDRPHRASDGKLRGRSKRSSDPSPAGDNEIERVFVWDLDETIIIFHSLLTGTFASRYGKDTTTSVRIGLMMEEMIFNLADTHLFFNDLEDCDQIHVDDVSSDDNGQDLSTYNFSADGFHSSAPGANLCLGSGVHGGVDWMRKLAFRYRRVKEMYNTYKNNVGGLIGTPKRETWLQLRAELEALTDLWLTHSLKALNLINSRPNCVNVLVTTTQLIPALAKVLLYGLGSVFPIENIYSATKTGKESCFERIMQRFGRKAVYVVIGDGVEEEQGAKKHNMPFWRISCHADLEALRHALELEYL
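Eya2 (0.2 uM) preincubated 10 min at ambient with compound, then OMFP substrate added at 50 uM; 10 min reaction in 50 mM HEPES pH 7.5, 50 mM NaCl, 5 uM MgCl2, 0.05% BSA, 1 mM DTT. Fluorescence read at Ex 485/Em 525 nm.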
uPA generation: cell surface uPA generation inhibition | cell surface uPA generation assay, qHTS | Potency, µM (titrated, usually from 38.3 µM), inactives show at the highest dose activity change, negative = inhibition, usual class: inhibitors | 330,000 compounds, 0.31% hits; active means well fitted inhibition curve with a large enough effect; inconclusive means small, poorly fitted or top-dose-only effect; inactive means no such curve, though single readings can be large or run the other way; tested in mouse RAW 264.7 cells; further: potency means the concentration at half of the fitted maximal effect; on the % scale 0 is the no-effect control and ±100 the full control effect; nearly all actives have a fitted effect of over 55% in size
p53 reactivator: mutant p53 re-activation in reporter cells; H1299 p53-A138V BP100-luciferase reporter, luminescence, 24 h; AID 504706; 320,000 compounds, 0.063% hits; Potency, µM (doses to about 92.2 µM), inactives show at the highest dose activity change, positive = activation, most hits filed as activators; further: potency means the concentration at half of the fitted maximal effect; % of control where 0% means no effect; nearly all actives have a fitted effect of over 45% in size
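p53-null H1299 cells stably carrying temperature-sensitive p53-A138V and a BP100-luciferase reporter were pinned with compounds (4-point, 1:5 series) and held 24 hrs at 37 deg C. Luminescence was read 10 min after detection reagent.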
TRPV1 agonist: activates the human vanilloid receptor TRPV1 | AID 540275 | TRPV1-expressing cells, Fluo-8 calcium influx, agonist mode | activation, % at 8.33 µM | 320,000 compounds, 0.19% hits; in the data active means activation above about 80%; inconclusive means between about 30% and that limit; further: 0% is about no effect
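Fluo-8 calcium influx in TRPV1-expressing cells, kinetic read (ex 480/em 520 nm). Compound added and read 3 min for agonist activity, followed by capsaicin at EC20 final and 2 min further read for enhancement.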
TSG101-PTAP inh: blocks PTAP/TSG101 interaction to inhibit HIV-1 budding | Q99816 | Fluorescence polarization, FITC-PTAP peptide / Tsg101 binding | Potency, µM (top dose mostly 115 µM), without a hit: top-dose activity change, negative = inhibition, most hits filed as inhibitors | 340,000 tested, under 10 active | AID 493005; active means well fitted inhibition curve with a large enough effect in the main read-out, with a control signal flat, not every such curve was filed as active; inconclusive means small, poorly fitted or top-dose-only effect, or effect the other way, or a change in a side signal; inactive means no such curve, though single readings can be large or run the other way; further: potency means the concentration at half of the fitted maximal effect; % of control where 0% means no effect
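Fluorescence polarization binding of Tsg101 binding domain (10 uM final) to FITC-labeled PTAP peptide (50 nM final) in HEPES pH 7.5 buffer with NaCl, Tween 20, EDTA, TCEP. Compounds added before peptide; binding 20 min at RT.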
B2AR arrestin: beta2AR (human) beta-arrestin recruitment activity | P07550 | beta-arrestin recruitment to beta2AR, cell-based reporter | Potency, µM (top dose mostly 46.1 µM), without a hit: at the highest dose activation, usual class: activators | 330,000 compounds, 0.02% hits | AID 492947;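 further: potency means the concentration at half of the fitted maximal effect; 0% = DMSO controls and full agonism = EC100 isoproterenol or metaproterenol; nearly all actives have a fitted effect of over 65% in size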
Target sequence (P07550 whole entry, looked up): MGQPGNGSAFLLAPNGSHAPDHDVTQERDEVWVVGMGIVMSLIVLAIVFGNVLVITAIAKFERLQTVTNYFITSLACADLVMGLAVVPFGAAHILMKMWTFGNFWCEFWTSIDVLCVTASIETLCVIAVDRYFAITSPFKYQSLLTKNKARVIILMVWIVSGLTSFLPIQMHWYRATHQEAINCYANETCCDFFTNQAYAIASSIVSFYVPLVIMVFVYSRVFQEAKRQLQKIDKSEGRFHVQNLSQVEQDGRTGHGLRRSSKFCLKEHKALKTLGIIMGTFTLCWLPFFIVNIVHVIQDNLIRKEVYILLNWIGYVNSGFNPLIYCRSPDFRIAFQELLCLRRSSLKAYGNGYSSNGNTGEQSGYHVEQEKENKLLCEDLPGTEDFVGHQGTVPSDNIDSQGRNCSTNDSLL
BRCA1 expr act: increases BRCA1 expression. MCF7-BRCA1-FFLuc reporter, luminescence, 48 h; response scale: scaled: vehicle 0%, 10 µM genistein 100%. Potency, µM (doses to about 46.1 µM), for inactives: at the highest dose activation, hits mostly activators. 380,000 compounds, 1.1% hits; further: potency means the concentration at half of the fitted maximal effect; nearly all actives have a fitted effect of over 80% in size; some results filed as inactive show a strong effect at the top dose
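Luminescence from a BRCA1-driven firefly luciferase in MCF7 cells was read after 48 h compound exposure at 37 C. Data normalized against DMSO and a 10microM genistein activation control, then curve-fitted across the titration.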
USP2a block: inhibitors of human ubiquitin-specific protease USP2a | Potency, µM (doses to about 38.3 µM), without a hit: top-dose activity change, negative = inhibition, usual class: inhibitors | USP2 core, Ub-CHOP2 coupled fluorogenic reporter, 485/531 | O75604 | AID 463254 | 330,000 compounds, 0.01% hits;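 further: potency means the concentration at half of the fitted maximal effect; plate controls were DMSO wells for no effect and full inhibition by NEM control for full effect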
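USP2 core (10nM final) preincubated 30min RT with compound in 20mM Tris-HCl pH 8.0, 2mM CaCl2, 2mM beta-mercaptoethanol, 0.05% CHAPS; 25nM Ub-CHOP2 plus 25nM reporter substrate added, fluorescence (Ex485/Em531) read after 60min.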
ELG1 genotox: genotoxicity induction in ELG1-luciferase HEK293T cells; 330,000 compounds, 1.3% hits; AID 504466; Potency, µM (titrated, usually from 46 µM), for the others: top-dose activity change, positive = activation, actives largely listed as activators; HEK293T ELG1-luciferase reporter, luminescence, 16 h; further: potency means the concentration at half of the fitted maximal effect; % of control where 0% means no effect; nearly all actives have a fitted effect of over 60% in size
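Screening used a luciferase reporter fused to human ELG1 in HEK293T cells. Luminescence was read on a CCD plate imager after 16 hr exposure and 30 min ONE-Glo incubation.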
ASM inhibitor: human S-ASM enzyme inhibition | placental ASM, HMU-PC fluorogenic substrate, 60 min | Potency, µM (titrated, usually from 57.5 µM), for the others: at the highest dose activity change, negative = inhibition, most hits filed as inhibitors | 340,000 compounds, 0.006% hits | AID 504937; further: potency means the concentration at half of the fitted maximal effect
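qHTS format. ASM enzyme prepared from human placenta hydrolyses the fluorogenic substrate HMU-PC0 (9 uM final) over 60 min at 37 °C after a 10 min compound preincubation.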
Integrin act MD: integrin-mediated muscular dystrophy alleviation activation; alpha7betagal myoblasts, beta-gal FDG fluorescence, 48 h; Potency, µM (titrated, usually from 38.3 µM), for the others: at the highest dose activation, most hits filed as activators; 350,000 compounds, 0.064% hits;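 further: potency means the concentration at half of the fitted maximal effect; 100% = response of the positive control SU9516; nearly all actives have a fitted effect of over 60% in size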
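Alpha7betagal+/- myoblasts (passage 13) were plated 16-24 hr, then exposed to compounds (1:260 dilution of DMSO stock) for 48 hours at 37C. After MPER lysis, β-galactosidase reporter activity was read as FDG fluorescence (ex 480/em 540) after 30 minutes.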
Numbers without * were called inactive; i = inactive; ? = inconclusive; . = not tested or not shown; [ ] = another dose, or the depositor's remark. Unless noted, the call rests on the fitted dose curve; in most records, active means well fitted curve in the direction sought with a large enough effect; inconclusive means small, poorly fitted or top-dose-only effect, or another doubt; inactive means no such curve, though single readings can be large; an effect the other way counts as inactive or inconclusive.

SMILES	Eya2 inh	uPA generation	p53 reactivator	TRPV1 agonist	TSG101-PTAP inh	B2AR arrestin	BRCA1 expr act	USP2a block	ELG1 genotox	ASM inhibitor	Integrin act MD
O=C1CCC(C(=O)OCc2c(Cl)cccc2Cl)N1 (centres undefined)	-3%	.	-2%	3	-5%	-0.2%	3%	2%	1%	-2%	14%
O=C1N2CCCc3cccc(c32)C12Nc1ccccc1S2 (centres undefined)	-15%	-2%	-8%	-10	0%	-0.1%	-2%	1%	0%	-2%	-10%
C=CCNC(=O)/C(C#N)=C/c1c(C)nn(-c2ccccc2)c1Cl	3%	-1%	5%	?	-1%	10%	2%	-4%	10%	1%	0%
Cc1cc(N2CCCC2=O)ccc1S(=O)(=O)N1CCOCC1	-21%	-4%	-2%	-6	-3%	0.0%	-1%	-1%	-2%	1%	20%
CCCCNc1nnc(SCC(=O)c2c(N)n(CCC)c(=O)[nH]c2=O)s1	-12%	33%[activator]	4%	1	-10%	0.1%	4%	-3%	3%	5%	4µM*
Cc1cc(C)cc(-n2ncc3c2CCCC3NC(=O)c2csnn2)c1 (centres undefined)	-2%	7%	-5%	9	-1%	5.7%	57%	0%	16%	1%	-19%
COc1ccccc1CCN1CCCC(CN(C)Cc2ccc(OCCO)cc2)C1 (centres undefined)	-10%	-7%	-2%	-3	-5%	0.1%	-37%	-1%	-5%	0%	-4%
O=C(NC1CCCCC1)c1cccs1	-10%	-3%	7%	1	-5%	0.4%	16%	13%	9%	6%	16%
Cc1nc(CNC(=O)CC2C(=O)NCCN2Cc2ccc(F)cc2)cs1 (centres undefined)	-4%	5%	14%	-2	.	0.2%	-9%	5%	0%	15%	-34%
COCCCNc1nc2ccccc2nc1NS(=O)(=O)c1ccc(C)cc1C	-1%	-14%	-2%	-3	-3%	0.0%	-24%	7%	2%	21%	6%
COC(=O)C1=NN(C(C)=O)C2(CC(=O)N(c3cccc(C)c3)C2=O)C1 (centres undefined)	11%	5%	0%	2	-1%	2.7%	-10%	3%	-6%	3%	9%
CCCC1CCC(C(=O)n2nc(N)c3cc4ccc(OC)cc4nc32)CC1 (centres undefined)	2%	4%	-4%	-4	2%	0.4%	23%	3%	-10%	1%	4%
Cc1ccc(NC(=O)N2CCOCC2)c(C)c1	-31%	1%	1%	-1	-4%	-0.1%	2%	5%	-2%	2%	6%
CC(C)n1cc(C#N)c(N)n1	.	1%	.	.	1%	.	6%	.	.	1%	8%
CC1(c2ccccc2Cl)NC(=O)N(CC(=O)N2c3ccccc3NC(=O)C2(C)C)C1=O (centres undefined)	-12%	0%	-6%	-1	-10%	-0.2%	-19%	1%	1%	5%	18%
Cc1ccccc1OC(C)C(=O)NCc1cccnc1 (centres undefined)	-13%	2%	-5%	2	1%	0.1%	0%	1%	4%	-4%	0%
CCOc1ccc(NC(=S)NCC(c2cccnc2)N2CCOCC2)cc1 (centres undefined)	10%	4%	-5%	2	-9%	-0.3%	4%	1%	0%	4%	11%
Cc1csc(NC(=O)c2ccc(Br)s2)n1	8%	-12%	?	?	-1%	5.0%	49%	2%	?	-1%	11%
NS(=O)(=O)c1cccc(-n2cnnn2)c1	2%	0%	6%	-4	6%	-0.5%	0%	-1%	1%	-1%	8%
CCn1c(C)nc2cc(C(=O)NNC(=S)NC(=O)c3ccc(OC)cc3)ccc21	-12%	-49%	-4%	1	0%	0.0%	-13%	1%	-9%	-1%	-14%

Grouped by structure, those above with a Cl atom.
SMILES	Eya2 inh	uPA generation	p53 reactivator	TRPV1 agonist	TSG101-PTAP inh	B2AR arrestin	BRCA1 expr act	USP2a block	ELG1 genotox	ASM inhibitor	Integrin act MD
O=C1CCC(C(=O)OCc2c(Cl)cccc2Cl)N1 (centres undefined)	-3%	.	-2%	3	-5%	-0.2%	3%	2%	1%	-2%	14%
C=CCNC(=O)/C(C#N)=C/c1c(C)nn(-c2ccccc2)c1Cl	3%	-1%	5%	?	-1%	10%	2%	-4%	10%	1%	0%
CC1(c2ccccc2Cl)NC(=O)N(CC(=O)N2c3ccccc3NC(=O)C2(C)C)C1=O (centres undefined)	-12%	0%	-6%	-1	-10%	-0.2%	-19%	1%	1%	5%	18%

Continued:
SMILES	Eya2 inh	uPA generation	p53 reactivator	TRPV1 agonist	TSG101-PTAP inh	B2AR arrestin	BRCA1 expr act	USP2a block	ELG1 genotox	ASM inhibitor	Integrin act MD
O=C(O)CCC(=O)Nc1ccc(N2CCCCC2)c(C(=O)O)c1	2%	-3%	1%	6	0%	-0.2%	7%	-5%	0%	5%	1%
COc1ccccc1NC(=O)Cc1noc(CSc2cccc[n+]2[O-])n1	-4%	-5%	3%	1	-3%	0.0%	-19%	3%	-1%	3%	-3%
COc1ccccc1-n1c(SCC(=O)N2CCCCC2)nnc1-c1ccccc1O	-1%	-3%	-11%	14	-1%	0.0%	-15%	4%	-2%	1%	-15%
O=[N+]([O-])c1nn(-c2ccccc2)n(O)c1=NCc1ccc2c(c1)OCO2	-6%	3%	6%	0	-1%	-0.4%	102%	-1%	9%	-2%	-15%
CC1=CC2=NC(=O)/C(=C\c3cccn3CCOc3cccc(C)c3)C(=N)N2O1	-11%	2%	-4%	27	2%	4.1%	-31%	0%	-3%	-12%	0%
CN(C)CCNC(=O)c1cc2ccccc2oc1=O	-2%	-4%	0%	-2	-1%	0.0%	1%	1%	-1%	5%	12%
CCOC(=O)C1CCCN(CCC(=O)Nc2ccc(C)cc2)C1 (centres undefined)	-4%	2%	2%	0	-3%	-0.3%	-2%	0%	-1%	3%	15%
CC(C)(C)NC(=O)Cn1nnc(-c2cccs2)n1	-5%	1%	?	-3	-2%	-1.0%	74%	1%	?	0%	10%
CC(=O)C1=C(O)C(=O)N(CO)C1c1ccccc1F (centres undefined)	6%	4%	0%	-1	-10%	-0.6%	8%	-1%	-2%	5%	21%
Cc1ccc(S(=O)(=O)CCSc2nccn2C)cc1	17%	2%	0%	-2	1%	-0.2%	-3%	3%	0%	2%	-11%
NC(=S)N(c1ccccc1)c1ccccc1	3%	3%	-3%	0	1%	0.2%	10%	-2%	2%	-1%	-3%
COc1ccc(N2C(=O)CCC(C(=O)NCc3ccccn3)C2c2ccc(F)cc2)cc1 (centres undefined)	5%	-6%	2%	2	-10%	0.0%	-8%	5%	-1%	-2%	14%
Cc1cccc(-c2nc(-c3ccncc3)no2)c1	-7%	-1%	?	10	1%	-0.1%	112%	3%	9.2µM*	0%	-1%
O=C(NCC(c1cccs1)N1CCOCC1)c1cc(-c2ccc(F)cc2)nc2ccccc12 (centres undefined)	0%	-4%	3%	-4	0%	-1.1%	-49%	0%	-10%	-8%	20%
O=C(O)c1ccc(NC2CC(=O)N(Cc3ccccc3)C2=O)cc1 (centres undefined)	-5%	15%	2%	3	-5%	-0.9%	-1%	0%	0%	-3%	-7%
O=c1c2ccccc2[nH]c2ccc(F)cc12	-9%	1%	0%	0	-2%	-0.3%	51%	2%	-6%	i	17%
CC1CCCCC1NC(=O)CSc1ccc([N+](=O)[O-])cc1 (centres undefined)	-9%	1%	1%	8	-1%	-0.4%	-26%	6%	-4%	-1%	2%
Nc1c2c(nc3ccccc13)N(C1CCCCC1)CC2	7%	0%	-4%	11	0%	0.1%	3%	2%	-4%	146%[activator]	-46%[inhibitor]
NS(=O)(=O)c1ccc(NNC(=O)c2ccc(F)cc2F)cc1	3%	6%	-3%	2	-6%	0.0%	11%	1%	2%	-3%	9%
Cc1cc(N2CCN(C)CC2)nc2ccc(NC(=S)NCCCN3CCN(C)CC3)cc12	8%	2%	5%	1	-3%	0.4%	8%	-9%	-1%	116%[activator]	-22%
Cc1ccc(CC2SC(N)=NC2=O)cc1 (centres undefined)	12%	10%	1%	0	0%	-1.6%	31%	1%	2%	2%	8%
CCCN1CCN(CCCNC(=O)c2cc3c(s2)-c2c(C)cccc2OC3)CC1	?	?	16%	-1	-1%	-0.2%	-5%	0%	5%	i	-59%[inhibitor]
COC(=O)C1CN(C(=O)c2cccc(OC(F)F)c2)c2ccccc2O1 (centres undefined)	-5%	-4%	-3%	-2	2%	-0.1%	-21%	1%	-3%	5%	-10%
C[C@]12C(=O)N(c3ccc(F)cc3)C(=O)N1[C@H]1c3ccccc3OC[C@@H]1[C@H]2c1ccccc1	3%	1%	-3%	.	2%	0.1%	0%	1%	0%	-4%	11%
O=C(CSc1nnc(-c2ccncc2)o1)NCc1ccc(Cl)cc1	1%	-2%	-3%	-1	-12%	0.3%	14%	2%	1%	5%	21%
